# Screens from PubChem BioAssay.
# HP1b binding inh: HTS for Inhibitors of HP1-beta Chromodomain Interactions with Methylated Histone Tails | 0.56% of 390,000 active | Potency, µM (doses to about 114 µM), inactives show at the highest dose activity change, negative = inhibition, actives largely listed as inhibitors | Chromobox protein homolog 1 (Homo sapiens), P83916 | AlphaScreen HP1-beta / biotin-H3K9me3 peptide binding; note: potency is the fitted concentration of half-maximal effect; nearly all actives have a fitted effect of over 70% in size; inactives centre near 23
#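 AlphaScreen: HP1-beta (50 nM) preformed 30 min with biotin-H3(1-18)K9me3 peptide (50 nM) in PBS pH 7.4, 0.01% Tween-20. Compound added for 30 min at RT, then streptavidin donor/nickel chelate acceptor beads (10 ug/mL) for 30 min.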
# GLS inh: qHTS for Inhibitors of Glutaminase (GLS) | Glutaminase kidney isoform, mitochondrial (Homo sapiens), O94925 | GLS enzymatic activity, qHTS titration | Potency, µM (titrated, usually from 45.5 µM), without a hit: top-dose activity change, negative = inhibition, actives largely listed as inhibitors | 0.21% of 410,000 active; note: potency is the fitted concentration of half-maximal effect; % is set by controls: 0 for no effect and ±100 for the full control effect
#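 hKGA in 45 mM KH2PO4 (pH 8.2), 0.02% Tween-20 with compound, then 1mM L-Glutamine (stock as added) plus glutamate oxidase/HRP/Amplex red coupling mix. Fluorescence read initially and after 30 min at RT; signal change reflects glutamate formation.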
# RGS4 inhibitor: Inhibitors of Regulator of G Protein Signaling (RGS) 4: qHTS | Regulator of G-protein signaling 4 (Homo sapiens), P49798 | Transcreener GDP fluorescence polarization, RGS4-accelerated GTP hydrolysis | Potency, µM (top dose mostly 114 µM), inactives show at the highest dose activity change, negative = inhibition, actives largely listed as inhibitors | 0.039% of 390,000 active | AID 504845, 2011; note: potency is the fitted concentration of half-maximal effect; % is set by controls: 0 for no effect and ±100 for the full control effect; nearly all actives have a fitted effect of over 75% in size; some results filed as inactive show a strong effect at the top dose
# Target sequence (P49798 whole entry, looked up): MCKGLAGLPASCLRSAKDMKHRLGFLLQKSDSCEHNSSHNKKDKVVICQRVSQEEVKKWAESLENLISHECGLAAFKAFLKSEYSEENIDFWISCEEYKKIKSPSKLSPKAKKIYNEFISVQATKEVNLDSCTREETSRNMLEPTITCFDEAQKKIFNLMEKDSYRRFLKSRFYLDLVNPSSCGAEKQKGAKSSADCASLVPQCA
#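 MLSMR compounds (23 nl, pin-transferred) preincubated 10 min at room temperature with a 500nM (2x) first reagent, then RGS4 at 900nM (2x) plus Transcreener GDP mix added; fluorescence polarization (620/688 nm) read before and after 90 min at 30 °C.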
# ERG-DNA inh: qHTS for Small Molecule Inhibitors of the ERG Ets/DNA interaction. AID 624246, 2012. fluorescence polarization, His-ERG Ets domain / labelled DNA. Potency, µM (top dose mostly 76.9 µM), for inactives: top-dose FP activity, negative = inhibition, most hits filed as inhibitors. 0.028% of 370,000 active; active = well fitted inhibition curve with a large enough effect in the polarisation, with a control signal flat; inconclusive = small, poorly fitted or top-dose-only effect, or effect the other way, or a change in a side signal; inactive = no such curve, though single readings can be large or run the other way; the % refers to the polarisation;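 note: polarization taken with two DNA probes labelled with fluorescein and Texas red; potency is the fitted concentration of half-maximal effect; % of control where 0% means no effect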
#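 His-tagged ERG Ets domain (1 uM in the protein solution; 300mM KCl, 50mM Tris-HCl, 1mM EDTA, 1mM DTT, pH 7.5) received compound, then a probe mix of 5 nM fluorescein-DNA and 100nM Texas-615-DNA. Fluorescence polarization was read for both dyes.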
# JMJD2A Tudor inh: qHTS Assay for Inhibitors of JMJD2A-Tudor Domain. Lysine-specific demethylase 4A (Homo sapiens), O75164. Potency, µM (series often up to 114 µM), for the others: at the highest dose activity change, negative = inhibition, most hits filed as inhibitors. AID 504339, 2011. 4.4% of 390,000 active. AlphaScreen JMJD2A-Tudor / H3K4me3 peptide binding; note: potency is the fitted concentration of half-maximal effect; % is set by controls: 0 for no effect and ±100 for the full control effect; nearly all actives have a fitted effect of over 50% in size
# BAZ2B block: qHTS Assay for Inhibitors of BAZ2B; Bromodomain adjacent to zinc finger domain protein 2B (Homo sapiens), Q9UIF8; AlphaScreen BAZ2B-H3K14Ac peptide displacement; Potency, µM (titrated, usually from 114 µM), for inactives: at the top dose activity change, negative = inhibition, usual class: inhibitors; 4.4% of 360,000 active; note: potency is the fitted concentration of half-maximal effect; % is set by controls: 0 for no effect and ±100 for the full control effect; nearly all actives have a fitted effect of over 60% in size
#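 BAZ2B 50 nM plus b-H3(5-23)K14Ac 50 nM, PBS pH 7.4/0.01% Tween-20, 30 min RT; compound added (max 110 uM), 30 min RT; streptavidin donor/Ni-chelate acceptor beads 10 ug/mL final, 20 min dark; AlphaScreen read.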
# PI4K2A inh: qHTS for small molecular inhibitors of PI4K2A; Phosphatidylinositol 4-kinase type 2-alpha (Homo sapiens), Q9BTU6; purified PI4K2A, ADP-Glo luminescence, 1 h; hits give low values; activity change, negative = inhibition, % at 76.9 µM; 0.13% of 420,000 active; in the data active = activity change below about -50%; inconclusive = mostly about -30% to -49%;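 note: -100% = wells without enzyme as full effect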
# Target sequence (Q9BTU6 whole entry, looked up): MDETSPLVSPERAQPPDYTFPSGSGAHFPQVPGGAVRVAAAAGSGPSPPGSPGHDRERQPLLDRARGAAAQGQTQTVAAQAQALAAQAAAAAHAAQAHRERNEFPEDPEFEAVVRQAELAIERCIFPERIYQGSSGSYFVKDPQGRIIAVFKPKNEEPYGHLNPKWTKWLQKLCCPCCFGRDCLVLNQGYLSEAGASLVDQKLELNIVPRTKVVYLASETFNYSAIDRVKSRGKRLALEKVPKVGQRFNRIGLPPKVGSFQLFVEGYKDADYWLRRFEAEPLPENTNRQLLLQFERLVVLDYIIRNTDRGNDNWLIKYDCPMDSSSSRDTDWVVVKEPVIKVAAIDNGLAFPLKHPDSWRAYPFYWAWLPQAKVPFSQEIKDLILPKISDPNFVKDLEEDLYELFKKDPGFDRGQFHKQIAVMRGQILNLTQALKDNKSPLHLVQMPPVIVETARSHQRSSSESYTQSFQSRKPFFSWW
#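 PI4K2A activity was measured by ADP-Glo luminescence: enzyme (4 ug/mL stock) and phosphatidylinositol (1.2 mM stock) in Tris pH 7.5/MgCl2/EGTA/Triton X-100 buffer were reacted with ATP (300 microM stock) for one hour at ambient temperature.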
# 12-LOX inh: Primary qHTS assay for inhibitors of human arachidonate 12S-lipoxygenase (ALOX12): Round 2 | Polyunsaturated fatty acid lipoxygenase ALOX12 (Homo sapiens), P18054 | purified 12hLO, xylenol orange hydroperoxide absorbance | Potency, µM (series often up to 108 µM), inactives show at the top dose activity change, negative = inhibition, hits mostly inhibitors | 1.1% of 580,000 active; note: potency is the fitted concentration of half-maximal effect; % is set by controls: 0 for no effect and ±100 for the full control effect
#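 Purified human 12hLO (150 nM final) in 25 mM Hepes, 0.01% Triton X-100, pH 7.0 was preincubated 15 min at room temperature with compound. Then 40 uM arachidonic acid was added, 30 min. Hydroperoxide was read by Fe-XO absorbance ratio 573/405 nm.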
# G9a block: qHTS Assay for Inhibitors of Histone Lysine Methyltransferase G9a | G9a H3K9 monomethylation, AlphaScreen, 2 h | 8.8% of 350,000 active | Potency, µM (doses to about 102 µM), without a hit: top-dose activity, negative = inhibition, most hits filed as inhibitors | Histone-lysine N-methyltransferase EHMT2 (Homo sapiens), Q96KQ7; note: potency is the fitted concentration of half-maximal effect; % is set by controls: 0 for no effect and ±100 for the full control effect; nearly all actives have a fitted effect of over 75% in size
# Target sequence (Q96KQ7 913-1193 limits assumed): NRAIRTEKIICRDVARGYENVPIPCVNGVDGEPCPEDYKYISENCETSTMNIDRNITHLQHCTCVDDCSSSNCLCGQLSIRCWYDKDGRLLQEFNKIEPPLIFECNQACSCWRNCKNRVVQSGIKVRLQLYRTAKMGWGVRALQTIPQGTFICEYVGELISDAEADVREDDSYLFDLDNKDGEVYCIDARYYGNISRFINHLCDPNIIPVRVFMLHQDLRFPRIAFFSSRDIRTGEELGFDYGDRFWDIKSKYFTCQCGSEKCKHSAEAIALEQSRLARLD
#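 Methyltransferase reactions run at room temperature for 2 h (20 nM enzyme, 500 nM biotin-H3K9 peptide, 20 uM SAM) after a 15 min compound preincubation; product detected by AlphaScreen beads and anti-H3K9me1 antibody.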
# * hit, by the source's call; ? = inconclusive; . = not tested or not shown; & = joins results of further samples; [ ] = dose if it differs, or a comment. Unless noted, calls come from the whole dose curve; as a rule, active = well fitted curve in the direction sought with a large enough effect; inconclusive = small, poorly fitted or top-dose-only effect, or another doubt; inactive = no such curve, though single readings can be large; an effect the other way counts as inactive or inconclusive.
# Labels used below – A = HP1b binding inh; B = GLS inh; C = RGS4 inhibitor; D = ERG-DNA inh; E = JMJD2A Tudor inh; F = BAZ2B block; G = PI4K2A inh; H = 12-LOX inh; I = G9a block
structure: CC(=O)OC1CC(OC2C(O)CC(OC3C(O)CC(OC4CCC5(C)C(CCC6C5CCC5(C)C(C7=CC(=O)OC7)C(O)CC65O)C4)OC3C)OC2C)OC(C)C1OC1OC(CO)C(O)C(O)C1O (centres undefined)
  A: 42%[activator] | B: 6% | C: -23% | D: -4% | E: -3% | F: . | G: -1 | H: 14% | I: .
structure: CC(=NCCCN1CCOCC1)c1c(O)n(Cc2ccccc2)c(=O)[nH]c1=O
  A: 22% | B: -10% | C: -19% | D: -4% | E: -12% | F: 5% | G: 6 | H: -3% | I: -51%[59 µM]
structure: CNC(=O)c1cccn(Cc2ccc(C(F)(F)F)cc2)c1=O
  A: 45%[activator] | B: 2% | C: -17% | D: 3% | E: -4%[11.4 µM] | F: -4% | G: -1 | H: 8% | I: -4%
structure: CNP(=S)(NC)OCCOc1ccc(OC)cc1
  A: 19% | B: -3% | C: -4% | D: -10% | E: 9% | F: -1% | G: 1 | H: -16% | I: -3%[59 µM]
structure: COc1ccc(CC2(CCc3ccccn3)C(=O)NC(=O)N(c3ccccc3C)C2=O)cc1OC (centres undefined)
  A: 25% | B: 14% | C: -10% | D: -9% | E: -10% | F: -8% | G: 3 | H: -1% | I: 4%[12.7 µM]
structure: CC(C)OP(=O)(OC(C)C)C(O)c1ccc(Br)cc1 (centres undefined)
  A: 15% | B: 5% | C: -2% | D: 2% | E: -1% | F: -1% | G: -2 | H: 14% | I: -1%[59 µM]
structure: Nc1c(Br)cc2c3c(cccc13)-c1ccccc1-2
  A: 78%[activator] | B: 1% | C: -31% | D: 8% | E: 45%[activator] | F: . | G: -4 | H: -29% | I: .
structure: CCC1(C)CC(CCNCc2ccc(N(C)C)cc2)(c2ccc(F)cc2)CCO1 (centres undefined)
  A: ? | B: 10% | C: -1% | D: -11% | E: 45µM* | F: 35µM* | G: -1 | H: -4% | I: .
structure: Nc1c(C(=O)Nc2cccc(F)c2)sc2nc(-c3cccs3)ccc12
  A: 53%[activator] | B: 2% | C: 1% | D: 9% | E: 13% | F: 2% | G: -3 | H: -20% | I: -1%[59 µM]
structure: COc1ccc(C(O)c2ccccc2OP(=O)(N(C)C)N(C)C)cc1 (centres undefined)
  A: 35% | B: -14% | C: -33% | D: -3% | E: 8% | F: 5% | G: 3 | H: 9% | I: 4%[59 µM]

# Later entries
# Labels used below – A = HP1b binding inh; B = GLS inh; C = RGS4 inhibitor; D = ERG-DNA inh; E = JMJD2A Tudor inh; F = BAZ2B block; G = PI4K2A inh; H = 12-LOX inh; I = G9a block
structure: CN(C)CC#CCn1c2ccccc2c2ccccc21
  A: 7% | B: 11% | C: 9% | D: -5% | E: -34% | F: ? | G: -18 | H: 0% | I: ?
structure: CN1CCN(c2ncnc3c2cnn3C)CC1
  A: 42%[activator] | B: -1% | C: 23% | D: 0% | E: -2% | F: 1% | G: 1 | H: ? | I: -22%
structure: CCSc1nnc([C@@H](N)Cc2c[nH]c3ccccc23)o1
  A: 28% | B: 14% | C: 0% | D: -4% | E: -25% | F: -22% | G: 1 | H: -20%&-23% | I: -48%
structure: CC(C)c1ccc(-n2c(O)c(C=NC(CCS(C)=O)C(=O)O)c(=O)[nH]c2=S)cc1 (centres undefined)
  A: 46%[activator] | B: 2% | C: -1%[11.4 µM] | D: 2% | E: 11%[11.4 µM] | F: -22% | G: 1 | H: 3% | I: ?
structure: NC(=O)C1CCN(/C=C2\C(=O)NC(=O)N(Cc3ccco3)C2=O)CC1
  A: ? | B: 46%[activator] | C: -7% | D: -2% | E: 79µM* | F: ? | G: -6 | H: -9% | I: ?
structure: CCOc1cc(CNCCc2c[nH]c3ccccc23)cc(Cl)c1OCC
  A: -15% | B: 2% | C: -52% | D: 2% | E: ? | F: ? | G: -3 | H: ? | I: ?
structure: CCC12CN3CCN(CC(C3)C1O)C2 (centres undefined)
  A: 34% | B: -7% | C: -12% | D: 0% | E: -5% | F: 2% | G: 2 | H: -8% | I: 1%[59 µM]
structure: Cn1c(O)c(Cc2ccc(OCc3ccccc3)cc2)c(=O)n(C)c1=O
  A: 51%[activator] | B: 1% | C: -23% | D: 11% | E: -3% | F: -4% | G: -8 | H: 31% | I: -12%
structure: Cc1sc2ncn(CC(=O)NCC(=O)N3CCC4(CC3)OCCO4)c(=O)c2c1C
  A: 10% | B: 0% | C: -9% | D: -11% | E: 0% | F: 1% | G: 15 | H: -10% | I: 8%[59 µM]
structure: CCN(CC)S(=O)(=O)c1ccc(C)c(NCC(=O)Nc2ccc(C#N)c(Cl)c2)c1
  A: 26% | B: -8% | C: -2% | D: 3% | E: -16% | F: -3% | G: 3 | H: -5% | I: 11%[59 µM]

# The list goes on:
# Labels used below – A = HP1b binding inh; B = GLS inh; C = RGS4 inhibitor; D = ERG-DNA inh; E = JMJD2A Tudor inh; F = BAZ2B block; G = PI4K2A inh; H = 12-LOX inh; I = G9a block
structure: CC(C(O)c1ccccc1)N(C)CCn1cnc2c1c(=O)n(C)c(=O)n2C (centres undefined)
  A: 24% | B: 2% | C: -15% | D: 5% | E: -16% | F: -20% | G: -1 | H: 1% | I: 7%
structure: CCN(CC)CCCN=C(C)c1c(O)n(-c2ccc(C)cc2)c(=O)[nH]c1=O
  A: 33% | B: -4% | C: 3% | D: -1% | E: -14% | F: 1% | G: -5 | H: 19% | I: ?
structure: c1ccc(NC2=NCCCS2)cc1
  A: 27% | B: -3% | C: 3% | D: 11% | E: 0% | F: -2% | G: -1 | H: -2% | I: 6%
structure: O=C1OCCN1P(=O)(c1ccccc1)c1ccccc1
  A: 29% | B: 1% | C: -41% | D: -7% | E: -12% | F: -5% | G: -2 | H: 0% | I: -23%
structure: COCC(C)OC(=O)c1c(N)n(Cc2ccco2)c2nc3ccccc3nc12 (centres undefined)
  A: 62% | B: -1% | C: 12% | D: -5% | E: -3% | F: -2% | G: -1 | H: -10% | I: -16%[59 µM]
structure: Clc1cc(Cl)cc(NC2=NCCS2)c1
  A: 34%[activator] | B: 6% | C: 23% | D: -3% | E: 8% | F: -1% | G: -1 | H: 11% | I: .
structure: CS(=O)(=O)NNP(=O)(NNS(C)(=O)=O)NC(=O)c1ccc(Br)cc1
  A: 44%[activator] | B: 1% | C: -15% | D: -2% | E: -17% | F: -14% | G: -5 | H: ? | I: 45µM*

# Molecules from the list above containing a carbonyl joined to an NH by a bond outside any ring (6):
# Labels used below – A = HP1b binding inh; B = GLS inh; C = RGS4 inhibitor; D = ERG-DNA inh; E = JMJD2A Tudor inh; F = BAZ2B block; G = PI4K2A inh; H = 12-LOX inh; I = G9a block
structure: CNC(=O)c1cccn(Cc2ccc(C(F)(F)F)cc2)c1=O
  A: 45%[activator] | B: 2% | C: -17% | D: 3% | E: -4%[11.4 µM] | F: -4% | G: -1 | H: 8% | I: -4%
structure: Nc1c(C(=O)Nc2cccc(F)c2)sc2nc(-c3cccs3)ccc12
  A: 53%[activator] | B: 2% | C: 1% | D: 9% | E: 13% | F: 2% | G: -3 | H: -20% | I: -1%[59 µM]
structure: NC(=O)C1CCN(/C=C2\C(=O)NC(=O)N(Cc3ccco3)C2=O)CC1
  A: ? | B: 46%[activator] | C: -7% | D: -2% | E: 79µM* | F: ? | G: -6 | H: -9% | I: ?
structure: Cc1sc2ncn(CC(=O)NCC(=O)N3CCC4(CC3)OCCO4)c(=O)c2c1C
  A: 10% | B: 0% | C: -9% | D: -11% | E: 0% | F: 1% | G: 15 | H: -10% | I: 8%[59 µM]
structure: CCN(CC)S(=O)(=O)c1ccc(C)c(NCC(=O)Nc2ccc(C#N)c(Cl)c2)c1
  A: 26% | B: -8% | C: -2% | D: 3% | E: -16% | F: -3% | G: 3 | H: -5% | I: 11%[59 µM]
structure: CS(=O)(=O)NNP(=O)(NNS(C)(=O)=O)NC(=O)c1ccc(Br)cc1
  A: 44%[activator] | B: 1% | C: -15% | D: -2% | E: -17% | F: -14% | G: -5 | H: ? | I: 45µM*

# Some of the compounds tested; count on the stated rates, not on these rows.
